Compound activity deposited in PubChem BioAssay by The Scripps Research Institute Molecular Screening Center.
LYPLA1 counter = blocks human lysophospholipase 1, a PME1 counter-screen | inhibition, % at 5.9 µM | recombinant LYPLA1, FP-Rh probe fluorescence polarization | actives 0.16% (n = 320,000) | O75608;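 active = inhibition above the mean of all tested compounds plus 3 SD, set per campaign, cut at about 14% in these data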;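 note: inhibitors block serine hydrolase probe labeling of LYPLA1 so polarization falls; 0% = enzyme with DMSO and 100% = wells lacking LYPLA1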
Target sequence (O75608 whole entry, looked up): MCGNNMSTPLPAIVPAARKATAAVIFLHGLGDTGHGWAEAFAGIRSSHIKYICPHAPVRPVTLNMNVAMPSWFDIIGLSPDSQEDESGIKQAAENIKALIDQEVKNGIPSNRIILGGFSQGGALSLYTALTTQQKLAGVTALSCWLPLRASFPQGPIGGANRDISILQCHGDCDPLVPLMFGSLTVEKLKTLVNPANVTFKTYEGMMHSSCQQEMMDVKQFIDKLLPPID
PAFAH1B2 inh = PAFAH1B2 (human) inhibition. actives 1.2% (n = 340,000). inhibition, % at 3.39 µM. recombinant PAFAH1B2, FP-rhodamine activity probe, fluorescence polarization;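 active = inhibition above the mean of all tested compounds plus 3 SD, cut at about 24% in these data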;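 note: 0% = enzyme with DMSO and 100% = wells lacking PAFAH1B2; many of its hits are not listed in these tables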
Target sequence (P68402 whole entry, looked up): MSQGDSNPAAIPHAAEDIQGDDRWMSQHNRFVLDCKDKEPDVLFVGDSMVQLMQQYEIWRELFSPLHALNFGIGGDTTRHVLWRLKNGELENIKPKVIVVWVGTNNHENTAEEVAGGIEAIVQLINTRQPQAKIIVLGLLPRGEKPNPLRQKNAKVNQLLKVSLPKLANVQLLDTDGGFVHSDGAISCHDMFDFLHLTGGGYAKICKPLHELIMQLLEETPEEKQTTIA
LYPLA2 counter = blocks human lysophospholipase 2, a PME1 counter-screen; O95372; recombinant LYPLA2, FP-Rh probe fluorescence polarization; inhibition, % at 5.9 µM; actives 0.38% (n = 320,000); AID 2177;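 active = inhibition above the screen-wide mean plus 3 SD, limit set per campaign, cut at about 26% in these data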;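 note: 0% = LYPLA2 with DMSO and 100% = wells lacking LYPLA2 enzyme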
Target sequence (O95372 whole entry, looked up): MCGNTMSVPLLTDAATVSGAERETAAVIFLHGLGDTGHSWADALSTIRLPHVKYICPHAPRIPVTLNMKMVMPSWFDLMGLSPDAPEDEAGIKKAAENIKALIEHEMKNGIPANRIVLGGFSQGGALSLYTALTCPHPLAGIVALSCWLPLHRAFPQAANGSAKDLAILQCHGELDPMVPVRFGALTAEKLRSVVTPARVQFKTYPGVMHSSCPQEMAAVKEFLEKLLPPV
ZTA DNA inh = counter-screen for EBNA-1 inhibitors: inhibitors of Epstein-Barr virus ZTA; P03206; ZTA-DNA binding, fluorescence polarization; inhibition, % at 11 µM; actives 0.15% (n = 320,000); in the data active = inhibition above about 33%
PAFAH1B3 FP inh = inhibitors of human PAFAH1B3. AID 492972. inhibition, % at 3.39 µM. recombinant PAFAH1B3, FP-rhodamine probe, fluorescence polarization. actives 0.28% (n = 340,000). Q15102;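 active = inhibition above the screen-wide average of all tested compounds plus 3 SD, cut at about 25% in these data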;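 note: 0% = enzyme with DMSO only and 100% = wells lacking PAFAH1B3 protein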
Target sequence (Q15102 whole entry, looked up): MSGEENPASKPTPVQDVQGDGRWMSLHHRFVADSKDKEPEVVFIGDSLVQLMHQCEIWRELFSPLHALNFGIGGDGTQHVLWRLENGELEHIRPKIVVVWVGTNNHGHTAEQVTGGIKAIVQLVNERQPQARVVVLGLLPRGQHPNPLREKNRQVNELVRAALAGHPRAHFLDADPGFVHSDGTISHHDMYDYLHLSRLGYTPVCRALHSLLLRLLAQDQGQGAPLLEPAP
PREPL inh = inhibits the human prolyl oligopeptidase-like enzyme | Q4J6C6 | recombinant PREPL, fluorescence polarization activity-based probe | inhibition, % at 5.96 µM | actives 0.68% (n = 320,000) | AID 2751; in the data active = inhibition above about 43%;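 note: 0% = enzyme with DMSO and 100% = wells lacking enzyme; many of its hits are not listed in these tables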
EBNA-1 inh = blocks EBNA-1 binding to DNA. EBNA-1 DNA binding, fluorescence polarization. inhibition, % at 14.8 µM. actives 0.34% (n = 300,000). AID 1950; in the data active = inhibition above about 28%
PAFAH2 inh = PAFAH2 (human) inhibition. recombinant PAFAH2, FP-rhodamine activity probe, fluorescence polarization. actives 0.99% (n = 340,000). inhibition, % at 3.39 µM;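 active = inhibition above the mean over all tested compounds plus 3 SD, cut at about 30% in these data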;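 note: inhibitors block probe labeling of enzyme so polarization drops; 0% = enzyme with DMSO and 100% = wells lacking PAFAH2 protein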
pPAFAH FP inh = inhibitors of human plasma PAF acetylhydrolase (pPAFAH) | actives 1.5% (n = 330,000) | inhibition, % at 3.39 µM | Q13093 | recombinant pPAFAH, FP-rhodamine probe fluorescence polarization;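 active = inhibition above the mean inhibition across the screen plus 3 SD, cut at about 25% in these data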;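 note: inhibitors block binding of the rhodamine activity-based probe so polarization drops; 0% = enzyme with DMSO and 100% = wells lacking pPAFAH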
Active calls of the source: *; . = not tested or not shown.

SMILES	LYPLA1 counter	PAFAH1B2 inh	LYPLA2 counter	ZTA DNA inh	PAFAH1B3 FP inh	PREPL inh	EBNA-1 inh	PAFAH2 inh	pPAFAH FP inh
CC(=O)c1ccc(NC(=S)Nc2cccc3cnccc23)cc1	-1	2	4	6	6	4	3	5	4
Cc1nnc(SCC(=O)N2CCCCC2)n1CC1CCCO1 (stereo unspecified)	2	4	-2	-19	0	-3	-3	-1	-4
Cc1cc(F)ccc1S(=O)(=O)Nc1ccccc1C(=O)NCc1ccccn1	1	7	2	21	1	0	3	9	4
Cc1cc(C)c(C(=O)CC2(O)C(=O)Nc3ccccc32)cc1C (stereo unspecified)	-3	3	1	-8	7	6	-8	4	-3
CCCN(CC(=O)Nc1ccccc1C)C(=O)c1ccc(S(=O)(=O)N2CCCCCC2)cc1	0	3	0	0	10	6	2	4	3
CC(C)c1ccc(-c2csc3nc[nH]c(=O)c23)cc1	-2	6	4	-3	-3	-3	-10	10	5
Cc1cccc(C(=O)NNC(=O)CSc2nnc(C3CC3)n2C)c1	-2	2	2	-4	-1	-4	4	1	-5
O=C(CNc1cccc(S(=O)(=O)N2CCCC2)c1)Nc1cccc(F)c1	0	0	3	-10	0	4	7	0	-3
C=CC(=O)NCC1OCCc2ccccc21 (stereo unspecified)	-2	7	-2	1	9	0	0	2	2
CCOC(=O)c1c(NC(=O)CCl)sc(C(=O)N(CC)CC)c1C	3	2	8	-3	8	-2	-2	7	-4
CC(=O)NC1=NC(=O)C(C)S1 (stereo unspecified)	0	-4	-10	4	-3	-8	8	-10	0
COC(=O)C1=CO[C@@H](O[C@@H]2O[C@H](CO)[C@@H](O)[C@H](O)[C@H]2O)[C@H]2[C@@H]1C(=O)C[C@@H]2C	1	2	0	6	-3	9	.	-1	3
CCCOCC1CC2(SC(=Nc3ccc(C)cc3)NC2=O)C(=O)O1 (stereo unspecified)	-1	4	1	-1	1	2	6	3	5
Fc1cccc(Cc2noc(CN3CCCN(C4Cc5ccccc5C4)CC3)n2)c1	0	-2	2	1	12	6	-7	3	9
Cc1cccc(NS(=O)(=O)c2ccc(OCC(=O)N3CCCC3)cc2)c1	-2	10	1	6	8	0	5	7	34*
Cc1onc(-c2ccccc2)c1C(=O)OCCOc1ccccc1F	-1	3	1	-18	16	7	-7	0	8
COc1ccc(CCNc2oc(Cc3cccc4ccccc34)nc2C#N)cc1OC	-6	4	-13	-10	-7	26	-5	-6	3
CC(=O)c1cc(Cc2csc(C(C)=O)c2)cs1	2	6	8	-4	1	53*	2	3	0
COCCNC(=O)CSc1c2c(nc3ccc(Cl)cc13)CCCC2	-3	0	0	-5	-5	14	2	1	-1
CCC(CO)NCc1ccc(Br)cc1 (stereo unspecified)	-1	-5	-2	-11	5	-9	6	-7	3
COC(=O)c1ccc(NC(=O)CSc2nccn2CCc2ccccc2)cc1	0	4	-2	-11	5	-54	-10	-3	3
CC(=O)Cn1c(CN2CCCC2)nc2ccccc2c1=O	-4	10	-10	13	2	7	3	-4	-2
CC(=O)c1ccc(S(=O)(=O)N2CCN(CC(=O)Nc3ccc(Cl)c([N+](=O)[O-])c3)CC2)cc1	-4	-5	5	-6	10	15	.	16	0
CCCC(C(=O)Nc1nccs1)c1ccccc1 (stereo unspecified)	-3	12	0	13	-5	-7	-3	1	3
COCCn1cc(C(=O)NCCN(C)C)c2c3ccccc3n(C)c2c1=O	2	-2	2	-6	4	15	-16	6	2

Next part.
SMILES	LYPLA1 counter	PAFAH1B2 inh	LYPLA2 counter	ZTA DNA inh	PAFAH1B3 FP inh	PREPL inh	EBNA-1 inh	PAFAH2 inh	pPAFAH FP inh
COc1nccc(C(F)(F)F)c1C(=O)Nc1ccc(Cl)cc1	1	-8	2	-10	2	3	1	-3	-2
Cc1ccc(N2CCN(c3ccc(NC(=O)CCC(=O)O)cc3)CC2)cc1	2	6	4	16	4	10	-2	-9	-4
O=C(/C=C/c1ccc(Cl)c(C(F)(F)F)c1)N1CCN(c2ccccn2)CC1	2	2	3	-1	3	11	3	40*	29*
Cc1ccc(S(=O)(=O)N2CCCOC2CNC(=O)C(=O)NCc2cccnc2)cc1 (stereo unspecified)	0	3	1	-6	0	3	-4	4	2
COc1cccc(N2CCN(C(=S)NCc3ccco3)CC2)c1	-6	-1	-6	1	4	8	-10	3	-7
Cc1ccc(-n2nnnc2SCC(=O)NCC2(N3CCCCC3)CCCCC2)c(C)c1	-1	1	0	-9	-7	13	.	5	3
O=C(N[C@H]1C/C=C\C[C@H](CC(=O)N(CCO)Cc2ccccc2)C(=O)N[C@@H](c2ccccc2)COC1=O)OCC1c2ccccc2-c2ccccc21	.	1	.	.	4	20	.	6	4
Cc1ccc(C(=O)N2CCN(c3ncnc4c3cnn4-c3ccccc3)CC2)cc1	0	-3	-3	-11	9	-2	-4	6	0
Cc1cc(C)c(OCC(=O)N2CC=C(c3ccccc3)CC2)c(C)c1	-4	-2	-4	3	7	8	-4	-8	-5
CCn1cc(C(=O)N2CCc3ccccc32)c(=O)c2cc(S(=O)(=O)N3CCCC3)ccc21	-1	6	6	-11	9	11	-5	3	2
CCc1cccc(NS(=O)(=O)c2c(C)n[nH]c2C)c1	2	4	-1	1	-1	-5	8	8	-2
COc1cccc2cc(C(=O)NCc3ccccn3)c(=O)oc12	-6	5	2	-9	7	-6	0	-2	3
COc1ccc(Cn2c(=O)[nH]c3cc(C(=O)NCCc4ccc(S(N)(=O)=O)cc4)ccc3c2=O)cc1	-5	-9	-17	4	-18	1	12	-22	-6
CCc1ccc(C(=O)NNC(=O)c2n[nH]c(=O)c3ccccc23)cc1	0	5	-1	9	-1	-1	.	0	-3
N/C(=N\OC(=O)c1cccnc1)c1ccc(Cl)cc1Cl	-1	-6	7	-1	1	1	0	6	3
Cc1cc(C)c(NC(=O)CSc2ccc(-c3cccnc3)nn2)c(C)c1	2	-1	-3	4	-4	1	-6	1	4
C=CCn1c(SCC(N)=O)nc2nc3c(cc2c1=O)COC(C)(C)C3	-1	6	5	-17	1	8	10	-1	-6
CCCCNCc1nc2ccccc2c(=O)[nH]1	0	1	4	3	12	3	-1	-4	-2
Cc1nnc(SCc2cc([N+](=O)[O-])cc3c2OCOC3)n(N)c1=O	-2	1	12	2	7	6	-16	-2	5
CC(C)Cn1c(SCC(=O)N2CC(=O)Nc3ccccc32)nc2ccccc21	-1	2	4	-9	-1	-4	5	4	10
Brc1ccc(CN2C3=NCCCN3c3ccccc32)cc1	-2	-3	2	-9	5	17	-15	0	-1
O=S(=O)(NCc1cc(-c2ccccc2)no1)c1ccccc1Cl	1	1	-4	13	-6	-20	14	4	6
CCCC1CCc2[nH]nc(C(=O)NN)c2C1 (stereo unspecified)	-3	6	0	-3	13	-5	0	6	-1
O=C(O)/C=C\c1ccccc1Oc1ccc(F)cc1	-1	20	0	-11	-5	-1	-4	-3	0
CCOC(=O)c1ccc(S(=O)(=O)NNC(=O)COc2ccccc2C)cc1	4	6	4	18	2	-7	9	-4	1

Overlap with the part before: five compounds, followed by the next part.
SMILES	LYPLA1 counter	PAFAH1B2 inh	LYPLA2 counter	ZTA DNA inh	PAFAH1B3 FP inh	PREPL inh	EBNA-1 inh	PAFAH2 inh	pPAFAH FP inh
Brc1ccc(CN2C3=NCCCN3c3ccccc32)cc1	-2	-3	2	-9	5	17	-15	0	-1
O=S(=O)(NCc1cc(-c2ccccc2)no1)c1ccccc1Cl	1	1	-4	13	-6	-20	14	4	6
CCCC1CCc2[nH]nc(C(=O)NN)c2C1 (stereo unspecified)	-3	6	0	-3	13	-5	0	6	-1
O=C(O)/C=C\c1ccccc1Oc1ccc(F)cc1	-1	20	0	-11	-5	-1	-4	-3	0
CCOC(=O)c1ccc(S(=O)(=O)NNC(=O)COc2ccccc2C)cc1	4	6	4	18	2	-7	9	-4	1
C/C=C/C=N/Nc1nc(C)cc(=O)[nH]1	1	-2	1	-8	1	-1	-11	0	-2
COC(=O)C1(CCSC)NC(c2ccc(OC)cc2OC)C2C(=O)N(c3cccc(C(C)=O)c3)C(=O)C21 (stereo unspecified)	0	1	-2	-8	-5	-8	1	1	8
CCC1CCCCN1CCCNC(=O)CCCOc1cc(=O)n(C)c2ccccc12 (stereo unspecified)	2	10	4	8	3	1	-2	-2	6
Nc1c(-c2cccs2)cnn1-c1nc(-c2ccc(F)cc2)cs1	3	0	2	-9	2	15	-3	-3	9
COCCCN1C(=O)/C(=C\c2cccs2)C(C(=O)OC)=C1C	0	-2	-4	7	4	-1	-9	-9	-5
Cc1cccc(NC(=O)c2cc3c(=O)n4ccccc4nc3n(CC(C)C)c2=N)c1	1	4	-5	-5	8	7	3	3	4
CN(Cc1ccccc1)C(=O)c1ccccc1C(=O)O	-1	-2	2	-15	4	-2	6	-6	-1
Cc1c(CCC(=O)NCCC(=O)O)c(=O)oc2c(C)c3oc4c(c3cc12)CCCC4	-8	1	-6	15	7	20	4	1	6
CCn1nc(C)cc1-c1nnc(SCC(=O)Nc2ccccc2)n1CCCOC	-1	-2	3	-10	0	8	-3	0	2
COc1cccc(N(C(=O)c2snc(C(N)=O)c2N)C(C(=O)NCc2ccccc2)c2ccc(O)cc2)c1 (stereo unspecified)	-8	1	-9	6	-9	13	-2	-13	5
CCN(C[C@H]1N[C@@](C)(C(=O)OC)[C@H]2C(=O)N(Cc3ccccc3)C(=O)[C@@H]12)C(=O)Nc1ccc(Cl)cc1	.	20	.	.	15	6	.	5	-2
Cc1ccc(CNC(=O)c2cc(=O)c3ccc(C)cc3o2)cc1	6	4	-1	-2	7	-14	-11	-2	4
CCOC(=O)C1C(=O)C=C(c2cccs2)CC1c1ccccc1 (stereo unspecified)	-1	1	18	-4	5	10	9	-12	6
O=C(O)c1cc(NS(=O)(=O)c2ccc(N3CCOCC3)c([N+](=O)[O-])c2)cc(C(=O)O)c1	-2	5	-2	-5	3	-3	-3	12	2
Cc1ccc(C(=O)c2c3ccc(N)cc3nn2CCC(N)=O)cc1	-3	10	1	3	10	40	-17	5	17
COc1cccc(C(=O)NC2CCN(CC(=O)NCc3ccccc3F)CC2)c1	0	-1	-1	9	3	-3	-1	1	2
Cc1cccc(NC(=O)/C(C#N)=C/c2ccccc2Cl)n1	0	6	-7	8	-5	15	1	28	3
CCOC(=O)C1(CC2CC2)CCN(Cc2cn(C)c3ccccc23)CC1	4	-4	3	-10	0	2	-14	0	0
Cc1ccccc1CN1C(=O)C(O)(CC(=O)c2ccncc2)c2ccccc21 (stereo unspecified)	2	-2	5	-5	0	9	-5	-8	0
CCC(=O)Nc1ccc(Cl)c(NC(=S)NC(C)=O)c1	0	3	2	1	5	-1	9	-1	5
CN(C)c1cccc(C(=O)NCc2ccccc2Cl)c1	-2	0	-2	15	3	10	4	-1	1
Cc1ccc(NC2=C(Cl)C(=O)c3ccccc3C2=O)cc1	-1	9	10	-7	16	21	7	9	6
CC1(C)C=C2[C@H]3CC[C@@H]4[C@@]5(C)CCC(=O)C(C)(C)[C@@H]5CC[C@@]4(C)[C@]3(C)CC[C@@]2(C(=O)O)CC1	-2	5	-6	5	-8	-8	7	2	0
CCOC(=O)N1CCN(Cc2cn3ccccc3n2)CC1	-1	3	1	-11	4	-9	4	-1	1
COc1ccc(OC)c(NC(=O)COC(=O)/C=C/c2ccco2)c1	.	1	.	.	3	30	.	9	4
CNC(=O)NC(=O)COC(=O)c1ccccc1OCc1ccccc1	1	-1	1	-1	-10	-3	-16	-3	9
CCCn1c(=O)c2c(C(F)(F)F)cc(-c3cccs3)nc2n(CCC)c1=O	1	1	-5	-3	5	11	-7	-1	0

A portion of the library; count on the stated rates, not on these rows.
